Pf gametocyte: kills late stage P. falciparum gametocytes; inhibition, % at 10.9 µM; P. falciparum stage V gametocytes, ATP luminescence, 24 h; hit rate 0.065% among 150,000;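 active = inhibition above the mean plus 3 SD of compounds within the control limits, set per campaign, cut at about 38% in these data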;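 also: 0% = DMSO wells and 100% = medium only without gametocytes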
The depositor's hits bear a star.

SMILES	Pf gametocyte
CC(=O)c1ccc(S(=O)(=O)N2CCCC(N(C)CCc3ccccc3)C2)cc1 (stereo not drawn)	7
COc1ccc([C@H]2CC(=O)C=C(c3ccc4c(c3)OCO4)C2)cc1OC	21
CCOC(=O)c1c(NC(=O)c2cccs2)sc2c1CCC2	25
Cc1cccc(NC(=O)CCCCC(=O)Nc2cccc(C)c2)c1	-15
CN1CCN(CCCOc2ccc(-c3ccccc3)cc2)CC1	12
Cc1ccc(Sc2ccc(N)cc2C#N)cc1	6
COc1ccc(C)cc1S(=O)(=O)N1CCCC(N2CCOCC2)C1 (stereo not drawn)	-2
COc1cccc(NC(=O)C(C)(C)C)c1	6
COc1cc(-n2c(=O)c3ccccc3n(Cc3cccnc3)c2=O)cc(OC)c1OC	-11
C=CCn1c(C)cc(C(=O)CSc2nnc3n(CCC)c(=O)c4ccccc4n23)c1C	-5
O=C(OCc1c(-c2ccccc2)ncc2ccccc12)c1ccc(C(F)(F)F)cc1	-5
CCOc1ccccc1N1C(=O)CC(Sc2nccc(C)n2)C1=O (stereo not drawn)	-19
Cc1cc(C)c(S(=O)(=O)N2CCc3ccccc32)c(C)c1	19
Cc1cc(=O)[nH]c(Nc2cccc(F)c2)n1	19
CCCNc1nc(-c2cc(C(=O)Nc3ccccc3)on2)cc(C(C)C)n1	-9
COc1ccc([C@@H]2[C@@H]3C(=O)N(C(C)(C)C)C(=O)[C@@H]3[C@]3(Cc4ccc(Cl)cc4)C(=O)N(c4ccc(Br)cc4)C(=O)N23)cc1	-12
COc1ccccc1-n1c(SCC(=O)Nc2cccc(C(=O)O)c2)nnc1-c1ccccc1C	-3
CCCCS(=O)(=O)N1CCCC(C(=O)Oc2ccccc2)C1 (stereo not drawn)	-1
COc1ccc(-c2c(-c3cc(OC)cc(OC)c3)n(C)c3ccc(-c4cnc(N)nc4)cc23)cc1	22
O=C(CCC(=O)N1CCN(c2cccc(Cl)c2)CC1)N1CCN(c2ccccc2)CC1	0
Cc1cccc(N(CC(=O)NC(C)C)C(=O)CCC(=O)Nc2ccccn2)c1	8
CCN=C1S/C(=C\c2cc(Br)c(O)c(OC)c2)C(=O)N1CC	-6
COc1cc(OC)cc(-c2c(C#Cc3ccsc3)c3cc(-c4cnc(OC)nc4)ccc3n2C)c1	-6
CCOC(=O)[C@@H]1[C@H]2COc3cc(OC)ccc3[C@@H]2N2C(=O)N(c3cccc(C)c3)C(=O)[C@@]12C	5
O=C(NC1CC2CCC(C1)N2Cc1ccccc1)c1cccc(F)c1 (stereo not drawn)	9
CC#CC(=O)N1CCC(CCC(=O)N(C)Cc2ccccc2)CC1	4
COc1cc(C(=S)N2CCOCC2)cc(OC)c1OC(=O)c1cccc(C)c1	5
COc1ccc(C(=O)n2cnc3ccccc32)cc1Br	1
O=C(c1ccccc1)n1c(=O)c(F)cn(COCCBr)c1=O	-4
CCc1ccc(C(=O)Nc2ccc3c(c2)n(C)c(=O)n3C)cc1	-32
O=C(COc1cccc(C(F)(F)F)c1)Nc1ccc2[nH]ncc2c1	4
Cc1ccc(Cl)c(N/C=C/C(=O)c2ccccc2)c1	-9
CC(C)(C)c1ccc(C(=O)Nc2cccnc2)cc1	10
C[C@H]1CC[C@@]2(O[C@H](CCO)C[C@H](O)[C@H]2O)O1	-22
CCCn1c(=O)c(C(=O)NCc2ccccc2OC)c(O)c2ccccc21	-32
O=C(Cc1ccc(Cl)cc1)N1CCOCC1	-18
Cc1nc(N)c2c(Cc3cccc4ccccc34)nn(C(C)(C)C)c2n1	-5
COC(=O)c1ccc(N/C=C/C(=O)c2ccccc2)cc1	-7
COC(=O)[C@@]12CCCN1[C@H](c1ccc(-c3cccc(Cl)c3)c(OC)c1)[C@H]1C(=O)N(C)C(=O)[C@H]12	3
CCCN1CCN(CC(=O)Nc2nnc(CC)s2)CC1	9
CCOc1ccc(S(=O)(=O)N(CC)CC(=O)N2CCCC2)cc1	-2
O=C(Cc1cccc(F)c1)N1CCCC(CO)(Cc2ccc(F)cc2F)C1 (stereo not drawn)	1
O=C1N[C@@H](Cc2ccccc2)C(=O)N2CCC[C@@H]12	12
CC(=O)Nc1ccc(C(=O)NNC(=O)CCCCC(=O)NNC(=O)c2ccc(NC(C)=O)cc2)cc1	-15
O=C1C=C(c2cccc3c2Oc2ccccc2S3)C[C@@H](c2ccc(Cl)cc2)C1	-26
Cc1c(Cl)cccc1Nc1nc(NCCO)c2ccccc2n1	-8
C=CC[C@H](CC(=O)N[C@H](CO)Cc1ccccc1)C(=O)N[C@@H](COC(=O)[C@@H](CC=C)CC(=O)OC(C)(C)C)Cc1c[nH]c2ccccc12	23
COc1cc(-c2noc(C)c2C(=O)NCCCN2CCOCC2)cc(OC)c1OC	6
Cc1nc(-c2ccc(Cl)cc2)sc1C1(C)CC(c2ccccc2)=NO1 (stereo not drawn)	8
O=C1NC[C@H](c2ccccc2)N(CCC23CC4CC(CC(C4)C2)C3)C1=O	1

As entered above:
`C=CC[C@H](CC(=O)N[C@H](CO)Cc1ccccc1)C(=O)N[C@@H](COC(=O)[C@@H](CC=C)CC(=O)OC(C)(C)C)Cc1c[nH]c2ccccc12` in Pf gametocyte reads 23
`O=C1NC[C@H](c2ccccc2)N(CCC23CC4CC(CC(C4)C2)C3)C1=O` in Pf gametocyte reads 1
`O=C1C=C(c2cccc3c2Oc2ccccc2S3)C[C@@H](c2ccc(Cl)cc2)C1` in Pf gametocyte reads -26

The list goes on.
SMILES	Pf gametocyte
O=C(NCc1cccs1)Nc1cccc(Cl)c1	1
Nc1ccc2nc(COc3ccccc3)[nH]c2c1	17
CCCn1c(SCCN2CCOCC2)nc2c1c(=O)n(C)c(=O)n2C	3
CCc1cccc2c1NC(=O)C2(O)N1CCCC(C)C1 (stereo not drawn)	2
COc1ccccc1NC(=O)CSc1nnnn1-c1ccccc1F	6
CCS(=O)(=O)N1CCC(C(=O)Nc2ccccc2OC)CC1	5
COc1cccc(COc2ccc3c(C)c(Cc4ccccc4)c(=O)oc3c2)c1	-7
C[C@@]12C(=O)Nc3cc(F)c(F)cc3C(=O)N1[C@H]1c3ccccc3OC[C@@H]1[C@@H]2c1ccccc1	-4
O=Cc1cn(-c2ccccc2)nc1-c1ccccc1	-23
Cc1cc2oc(C(=O)N3CCN(Cc4ccccc4)CC3)c(C)c2cc1C	4
COc1ccccc1N1CCN(/N=C/c2ccccc2C(=O)O)CC1	-21
CCOC(=O)CN1C(=O)S/C(=C/c2ccco2)C1=O	12
CCC(=O)NC1CC2CCCC(C1)N2Cc1ccc(C)cc1 (stereo not drawn)	14
O=C(Nc1nnc(Cc2ccccc2)s1)C1CCC1	13
Cc1c(NC(=O)N(C)c2ccccc2)c(=O)n(-c2ccccc2)n1C	-5
CC[C@@]1(c2ccccc2OC)ON(c2ccccc2C(F)(F)F)C1=O	8
O=C(Nc1ccc(S(=O)(=O)Nc2cnc3ccccc3n2)cc1)c1ccc(Cl)c([N+](=O)[O-])c1	25
Nc1nc(N)nc(-c2ccc(Cl)c(Cl)c2)n1	-6
COc1ccc(CNc2cccc(C)n2)c(O)c1	2
Cn1c(=O)c2c(nc3n2CC(COc2ccccc2)O3)n(C)c1=O (stereo not drawn)	-11
CCc1cccc(OCC2Cn3c(nc4c3c(=O)[nH]c(=O)n4C)O2)c1 (stereo not drawn)	4
Cc1cccc(Cc2nnc(CCC(=O)N(C)CCc3ccccc3)o2)c1	-7
Cc1c(C(c2ccccc2Br)c2c(C)n(C)n(-c3ccccc3)c2=O)c(=O)n(-c2ccccc2)n1C	-7
OCC[C@@H]1C[C@H](O)[C@@H](O)[C@]2(CCCCO2)O1	26
Cc1cc(=O)oc2c(CN3CCN(CCO)CC3)c(O)ccc12	20
CC1(C)Cc2c(c(N3CCOCC3)nc3sc4c(NCCN)ncnc4c23)CO1	-4
O=C(Nc1ccccc1)C1=C[C@@H](c2ccc(C(F)(F)F)cc2)C[C@@H](OCCCCO)O1	0
COc1ccc(-c2cc(C(F)(F)F)c3c(N)c(C(=O)NCCSC)sc3n2)cc1	12
Cc1ccc2c(Cl)c(C)c(N3CCOCC3)nc2n1	5
COC(=O)C1=C(C)N(Cc2ccccc2)C(=NCc2ccco2)N[C@H]1c1cccc(F)c1	2
Cc1cccc(OCCn2ccnc2)c1C	8
CCOC(=O)CNC(=O)CSc1nc(Cc2ccccc2)nc2ccccc12	9
CCN(CC)S(=O)(=O)c1ccc(-c2cn3cc(Cl)ccc3n2)cc1	-8
O=C(O)c1ccc(N2C(=O)CC(N3CCN(c4ccc(Cl)cc4)CC3)C2=O)cc1 (stereo not drawn)	-6
CC(=O)Nc1c(Cl)cnn(-c2ccccc2)c1=O	-25
Cc1ccc(Nc2nc(N)c3ccccc3n2)cc1Cl	7
O=C(CN1CCN(Cc2ccccc2)CC1)Nc1ccccc1	-3
O=C(NCc1ccccc1)N1CCNCC1	1
Cc1cccc(/C=N\N=C\c2cccc(C)c2)c1	19
CCOC(=O)[C@@H]1[C@H]2COc3ccccc3[C@H]2N2C(=O)N(c3ccc(C(F)(F)F)cc3)C(=O)[C@]12C	-13

2 of these compounds in a different format:
structure | Pf gametocyte
O=C(OCc1c(-c2ccccc2)ncc2ccccc12)c1ccc(C(F)(F)F)cc1 | -5
CCOc1ccccc1N1C(=O)CC(Sc2nccc(C)n2)C1=O (stereo not drawn) | -19

Next section.
SMILES	Pf gametocyte
C=CC[C@@H](CC(=O)N[C@H](CO)Cc1ccccc1)C(=O)NC[C@H](OC(=O)[C@@H](CC=C)Cc1ccc(F)cc1)c1ccccc1	7
CCN(CC)S(=O)(=O)c1ccc(N=Nc2cc(C)cc(Br)c2O)cc1	-1
CCOc1ccc(NC(=O)CN2C(=O)c3ccccc3C2=O)cc1	6
COc1ccc(CNC(=O)C[C@H]2C(=O)N(CCc3ccccc3)C[C@@H]2Cc2ccccc2)cc1	5
O=c1[nH]c(-c2ccccc2)cnc1-c1ccccc1	-31
Cc1ccccc1CN1CCN(C(=O)c2cccc3ccccc23)CC1	4
COC(=O)C1=C(C)N(Cc2ccco2)C(=O)N[C@@H]1c1ccco1	22
Nc1c(-c2ccccc2)nnn1Cc1ccccc1	7
O=c1cc(-c2ccc(O)c(O)c2)oc2cc(O)c([C@@H]3O[C@H](CO)[C@@H](O)[C@H](O)[C@H]3O)c(O)c12	14
O=C1C2C3C=CC(CC3)C2C(=O)N1c1ccc([N+](=O)[O-])cc1 (stereo not drawn)	16

Arranged by heavy-atom count (descending): part of the list above
SMILES	Pf gametocyte
C=CC[C@@H](CC(=O)N[C@H](CO)Cc1ccccc1)C(=O)NC[C@H](OC(=O)[C@@H](CC=C)Cc1ccc(F)cc1)c1ccccc1	7
COc1ccc(CNC(=O)C[C@H]2C(=O)N(CCc3ccccc3)C[C@@H]2Cc2ccccc2)cc1	5
CCOc1ccc(NC(=O)CN2C(=O)c3ccccc3C2=O)cc1	6
O=C1C2C3C=CC(CC3)C2C(=O)N1c1ccc([N+](=O)[O-])cc1 (stereo not drawn)	16
Nc1c(-c2ccccc2)nnn1Cc1ccccc1	7

Structural class, those above containing a COOH group (3)
SMILES	Pf gametocyte
COc1ccccc1-n1c(SCC(=O)Nc2cccc(C(=O)O)c2)nnc1-c1ccccc1C	-3
COc1ccccc1N1CCN(/N=C/c2ccccc2C(=O)O)CC1	-21
O=C(O)c1ccc(N2C(=O)CC(N3CCN(c4ccc(Cl)cc4)CC3)C2=O)cc1 (stereo not drawn)	-6

(next part)
SMILES	Pf gametocyte
O=C(NCCCCl)C1CC(=O)N(CCc2ccc(F)cc2)C1 (stereo not drawn)	-33
CC1(OCON)CCCc2ccccc21 (stereo not drawn)	3
COc1ccc(-c2cc(-c3ccc(O)cc3)nc(N)c2C#N)cc1	-14
CC(=O)c1ccc(NC(=O)C2C3CCC(C3)C2C(=O)O)cc1 (stereo not drawn)	-6
O=C1CCC/C=C/C[C@@H](CC(=O)N(CCO)Cc2ccccc2)C(=O)NC[C@@H](c2ccccc2)O1	15
Cc1ccc(C)c(NC(=O)CCN2CCC(C)CC2)c1	16
COc1ccc2oc(=N)c(C(=O)Nc3ccc(Br)cc3)cc2c1	11
Cc1cccc(C)c1OCC(=O)N1CCc2ccccc2C1	9
CS(=O)(=O)N(CC(=O)O)c1ccc(C23CC4CC(CC(C4)C2)C3)cc1	-14
COC(=O)C(NC(=O)C(NC(=O)C1CCC(C)CC1)C(C)C)C(C)C (stereo not drawn)	14
O=C(Nc1ccccc1)c1nc[nH]c1C(=O)N1CCN(c2ccccc2)CC1	3
CCn1c(CNC(=O)c2ccccc2)nc2ccccc21	21
CC(C)NC(=O)c1ccc2c(c1)N(Cc1ccccc1)C(=O)C(C)(C)O2	-22
CC(C)=CC(=O)N1CCCC(N2CCN(c3ccccc3C)CC2)C1 (stereo not drawn)	-11
CCOC(=O)C1=NN(c2ccc(F)cc2)C2=NC(C)=C(C(=O)OC)C(c3cccs3)N12 (stereo not drawn)	1
COc1ccc(OC)c(NC(=O)C2CCCN(S(C)(=O)=O)C2)c1 (stereo not drawn)	10
C/C(=N\NC(=O)c1ccccc1)c1c(C)[nH]n(-c2ccccc2)c1=O	-3
O=C(O)c1ccc2[nH]c3c(c2c1)CCCC3	1
COC(C/C=C\[C@H](O)[C@H](C)OCc1ccccc1)OC	-1
COC(=O)c1cc(C(=O)N2CCc3ccccc32)cc([N+](=O)[O-])c1	18
COC(=O)[C@]1(C)CCC[C@@]2(C)C3CC[C@@]4(C)C[C@]3(CCC21)CC(=O)N4Cc1ccc(OC)cc1 (stereo partly drawn)	-12
CCC(=O)NC(C)c1cc(Cl)c2cccnc2c1O (stereo not drawn)	-1
Cc1cccc(C)c1CC(=O)N1CCOCC1	8
CC1(C)CC(NC(=O)c2ccc(Cl)cc2)CC(C)(C)N1	3
Cc1ccc(-c2csc3ncn(CC(N)=O)c(=O)c23)cc1C	-9
COc1ccc(-c2sc(Nc3ccccc3)n[n+]2-c2ccc(F)cc2)c(C)c1C	-1
CCOc1cc(C(=O)Nc2ccc(N3CCN(C(C)=O)CC3)cc2)cc(OCC)c1OCC	4

Only part of the results is shown, so the mix of outcomes need not match the whole.
